Efa HMGR inh: blocks class II HMG-CoA reductase of Enterococcus faecalis; purified E. faecalis HMGR, NADPH absorbance 340 nm kinetic; inhibition, % at 10 µM; actives 0.41% (n = 190,000);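 active = inhibition above a set limit, the median over all tested compounds plus 3 SD, cut at about 9.5% in these data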;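 note: enzyme runs in reverse so mevalonate oxidation gives rising NADPH absorbance; 0% = complete reaction with DMSO and 100% = background rate lacking mevalonate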
TLR4 MyD88 comp: blocks binding of human TLR4 to MyD88; AID 861; O00206+Q99836; inhibition, % at 8.4 µM; actives 0.18% (n = 200,000); HeLa CL3-4 TLR4/MyD88 BLA complementation, FRET ratio; in the data active = inhibition above about 25%;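 note: 0% = vehicle and 100% = reference inhibitor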
STAT3 act: activators of IL-6 induced STAT3 signaling; AID 871; U3A cells, IL-6 STAT3-luciferase reporter, luminescence; 100% = signal with IL-6 EC80 alone; activation (% of control), % at 5.6 µM; actives 0.91% (n = 190,000);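 active = activation above the screen-wide mean of compound activation plus 3 SD, cut at about 130% in these data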;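 note: 0% = background luminescence of wells with medium and substrate only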
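System – human U3A cells carrying STAT3-luciferase construct · Probe or stimulus – Interleukin-6, 33 ng/mL · Schedule – compound 1 h, then IL-6 6 h at 37 °C · Signal – luminescence from STAT3-driven luciferase reporter · Evaluation – percent of IL-6-only median luminescence · Benchmarks – IL-6-only high control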
DTT redox prof: compounds producing H2O2 with reducing agent – biochemical, NIH compound library profiling, artefact control for MLSCN library redox annotation, primary screen | activation, % at 10 µM | DTT-dependent redox cycling H2O2, phenol red/HRP absorbance; 100% = 100 µM peroxide control, 0% = buffer | actives 0.03% (n = 200,000);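 active = activation of at least 50% relative to the plate's high and low controls in the primary single-dose screen; inactive = activation below 50%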;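 note: compound incubated with DTT at 0.8 mM final as the reducing agent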
APP 5'UTR act: activates APP 5'UTR luciferase reporter. SH-SY5Y APP 5'UTR luciferase reporter, luminescence; zero percent = DMSO vehicle wells. activation, % at 2 µM. actives 1% (n = 190,000). AID 1276;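 active = activation above a set limit, based on mean plus 3 SD of controls, cut at about 140% in these data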; note: values of inactives mirror those of a sister screen read the other way
Hsp70 activator: switches on Hsp70 transcription; activation, % at 10 µM; actives 0.04% (n = 200,000); AID 1203; HeLa Hsp70 promoter luciferase reporter, luminescence; scaled: vehicle 0, proteasome-inhibitor control 100%;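 active = activation above the mean across all tested compounds plus 3 SD, cutoff set per campaign, cut at about 5.5% in these data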;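 note: 100% = MG132 at 30 µM as the positive control and 0% = DMSO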
STAT1 blocker: inhibitors of IFN-gamma induced STAT1 signaling; NIH 3T3 STAT1-luciferase reporter, luminescence; inhibition, % at 5.5 µM; actives 0.35% (n = 200,000); AID 920;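 active = inhibition above a set limit, the mean inhibition across all tested compounds plus 3 SD, cut at about 34% in these data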;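 note: 0% = IFN-gamma with DMSO and 100% = IFN-gamma with 300 µM nifuroxazide; values of inactives mirror those of a sister screen read the other way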
STAT1 activator: activators of IFN-gamma induced STAT1 signaling; NIH 3T3 STAT1-luciferase reporter, luminescence; 100% = IFN-gamma alone, no compound; activation (% of control), % at 5.5 µM; actives 2.6% (n = 200,000);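 active = activation above the screen-wide mean activation plus 3 SD, cut at about 130% in these data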;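 note: raw ratio to IFN-gamma control signal so 100% means no change and 0% no light; values of inactives mirror those of a sister screen read the other way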
STAT3 blocker: inhibitors of IL-6 induced STAT3 signaling; inhibition, % at 5.5 µM; U3A cells, IL-6 STAT3-luciferase reporter, luminescence; host cell line lacks STAT1; AID 862; actives 0.89% (n = 190,000);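 active = inhibition above the mean inhibition across all screened compounds plus 3 SD, cut at about 44% in these data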;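 note: 0% = DMSO only wells and 100% = 100 µM nifuroxazide control wells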
NF-kB expr up: raises NF-kB expression in human neuronal cells | NF-kB reporter expression; stronger effect = higher value | fold change at 12.5 µM | actives 1.6% (n = 190,000); in the data active = fold change above about 3.3
An asterisk follows results filed as active; . = not tested or not shown.

mol	Efa HMGR inh	TLR4 MyD88 comp	STAT3 act	DTT redox prof	APP 5'UTR act	Hsp70 activator	STAT1 blocker	STAT1 activator	STAT3 blocker	NF-kB expr up
CCN(C(C)=O)c1cccc2ccccc12	-3	-9	109	0.0	16	-0.3	5	95	-4	1.1
COc1ccccc1NC(=O)CSc1nnc(C)n1CC1CCCO1 (configuration not stated)	-3	-9	99	0.8	11	-0.2	1	99	2	1.2
COc1cccc(C2(c3cccc(OC)c3)CC2C(=O)Nc2cccc3ccccc23)c1 (configuration not stated)	0	12	116	1.3	-6	-0.1	-5	104	-19	0.73
O=C(COC(=O)CNS(=O)(=O)c1ccc(F)c(F)c1F)Nc1ccc(OC(F)F)cc1	-2	-10	100	0.1	-8	-0.3	19	83	0	1
Cc1ccc(NC(=O)CN(C)C(=O)/C=C/c2cccs2)cc1	-4	-8	107	-0.2	20	-0.3	-11	110	-5	1.1
O=C1C(=O)N(Cc2ccccc2)C(=O)N1CCOc1ccccc1	-3	-24	99	0.7	-12	-0.1	2	96	7	1.2
CN(C)c1ccc(-c2nnn(CC(=O)Nc3ccccc3N3CCOCC3)n2)cc1	-3	7	110	-2.2	-18	0.1	6	95	-4	0.75
CC1CN(Cc2ccc(C#N)cc2Cl)CC(C)O1 (configuration not stated)	1	9	91	-0.7	2	-0.3	3	97	18	1
N#C/C(=C1\CCCN1)c1nc2ccccc2c(=O)[nH]1	-3	0	97	-1.3	8	-0.5	0	100	10	0.98
O=C(Nc1ccccc1F)C1CCCN(S(=O)(=O)c2cccc3cccnc23)C1 (configuration not stated)	0	9	97	-0.8	14	0.0	-1	101	12	1.1
COc1ccccc1N1CCN(C(=O)CSc2nc(C)c(Cc3ccccc3)c(=O)[nH]2)CC1	-2	-9	99	0.4	-2	-0.3	5	100	5	0.98
O=C(CN1CCN(Cc2ccccc2)CC1)c1ccccc1	-4	11	103	0.1	-3	-0.2	0	100	3	1.2
N#CCCN(Cc1cccnc1)C(=S)NCc1ccco1	5	-9	97	0.8	-20	0.3	6	94	11	1.4
C=CCNC(=O)c1onc(CSc2ccc(C)c(C)c2)c1C(=O)O	-2	13	102	14	18	0.3	-1	101	-1	0.9
C=C(C)Cn1c(SCC(=O)O)nnc1-c1ccc(C(C)(C)C)cc1	-4	18	101	0.9	-12	-0.5	4	97	-1	1.3
COCCCNC(=S)N1CCN(Cc2ccc3c(c2)OCO3)CC1	-4	-8	94	0.1	7	0.2	-2	100	11	1
O=C(CNC(=O)c1ccccc1)NCC(=O)OCC(=O)c1ccc([N+](=O)[O-])cc1	-8	-6	100	-0.8	-9	-0.1	2	98	4	0.91
N#C/C(=C(/O)COc1ccccc1)c1nnc2n1CCCCC2	-5	2	103	-2.0	1	-0.1	6	94	-2	1.3
CC(=O)c1cc(-c2ccccc2)n(CC(=O)Nc2cc(C)cc(C)c2)c1C	-5	4	93	-0.1	32	3.7	2	99	12	1.2
O=C(O)CN(Cc1ccco1)S(=O)(=O)c1ccccc1	-1	-5	92	1.8	1	0.1	2	98	12	1.1
Cc1cc(C(=O)NNC(=O)C2CCCC2)c(C)o1	2	-12	100	-0.5	32	-0.3	-3	102	8	1.3
O=C(Nc1cccc2cccnc12)c1cccnc1	-4	3	95	-0.7	-10	-0.1	2	98	10	1.2
CCN(CC)S(=O)(=O)c1ccc(S(=O)(=O)Nc2ccc(C(=O)N3CCCC3)cc2)cc1	2	-1	105	-0.7	-12	-0.3	4	96	4	0.85
CCOC(=O)N/N=C/C=C/c1ccccc1[N+](=O)[O-]	-7	2	87	0.5	20	-0.1	-2	100	22	1.1
O=C(O)c1ccc2cccc(Cl)c2c1O	-7	6	126	0.6	-4	-0.6	6	87	-27	1
CCOc1ccc(S(=O)(=O)N2CCCCCC2)cc1	-2	2	98	0.0	1	0.0	1	99	7	0.83
CCn1c(SCC(=O)N/N=C(\C)c2ccco2)nnc1-c1ccccc1	-3	3	108	-0.6	-8	0.0	-2	103	-7	0.97
CCOc1ccc(C2Sc3ccccc3NC3=C2C(=O)OC3)cc1 (configuration not stated)	-1	2	100	1.2	6	0.0	-7	106	3	0.73
CCC(Sc1nnc(-c2ccc(C)c(Cl)c2)n1CC)C(=O)Nc1nccs1 (configuration not stated)	-6	5	96	-0.8	19	-0.4	0	101	11	1.1
COC(=O)c1ncn(C2OC(COC(C)=O)C(OC(C)=O)C2OC(C)=O)n1 (configuration not stated)	-1	5	97	-0.2	2	-0.1	0	100	8	0.96
Nc1cc2ccccc2oc1=O	-2	6	104	-10	14	-0.2	0	100	3	1.1
O=C(Cn1ncc2c(=O)oc3ccccc3c21)N1CCc2ccccc2C1	-8	1	96	-1.1	-12	-0.3	1	100	5	1.1

Two compounds picked at random from those above:
mol	Efa HMGR inh	TLR4 MyD88 comp	STAT3 act	DTT redox prof	APP 5'UTR act	Hsp70 activator	STAT1 blocker	STAT1 activator	STAT3 blocker	NF-kB expr up
O=C(O)c1ccc2cccc(Cl)c2c1O	-7	6	126	0.6	-4	-0.6	6	87	-27	1
O=C(Cn1ncc2c(=O)oc3ccccc3c21)N1CCc2ccccc2C1	-8	1	96	-1.1	-12	-0.3	1	100	5	1.1

Remaining list, next part
mol	Efa HMGR inh	TLR4 MyD88 comp	STAT3 act	DTT redox prof	APP 5'UTR act	Hsp70 activator	STAT1 blocker	STAT1 activator	STAT3 blocker	NF-kB expr up
Cc1ccccc1NC(=S)NNC(=O)c1cccc(Br)c1	-7	-2	90	-1.9	15	-0.1	-5	104	15	1.2
Cc1cc(NC(=O)c2ccc(N(C)S(=O)(=O)c3ccccc3)cc2)no1	0	-4	94	-0.3	13	-0.3	9	91	11	0.77
N#Cc1ccsc1NC(=O)CSc1nnc(-c2ccccc2)o1	0	-1	112	-0.2	31	0.1	-7	106	-8	1.5
CCCn1c(SC(C)C(=O)O)nc2ccccc21 (configuration not stated)	-2	-10	79	0.5	-1	0.2	-7	107	27	1.3
O=C(CCCO)N/N=C/c1cc(Br)ccc1O	-1	6	108	-0.2	6	-0.3	0	100	-6	0.66
COC(=O)c1c(NC(=O)c2nc3ccccc3s2)sc2c1CC(C)(C)NC2(C)C	-5	0	.	0.1	-5	0.2	-8	106	.	1
CC1CCCC(C)N1C(=O)c1cc(-c2ccc(Cl)c(Cl)c2)on1 (configuration not stated)	-9	2	103	5.7	67	-0.2	-14	113	6	1.6
Cc1nc(SCC(=O)N2CCN(C(=O)c3ccco3)CC2)c2c(C)c(C)sc2n1	0	-4	94	1.0	-3	-0.3	11	90	10	1
CCCNC(=O)Cc1cc(=O)[nH]c(=O)[nH]1	-4	-7	104	-0.4	-7	-0.2	8	93	0	1.1
COc1cc(C(Nc2ccc3c(c2)OCO3)C(=O)NC2CCCCC2)cc(OC)c1OC (configuration not stated)	-4	12	108	-3.1	6	-0.6	5	95	-5	1.4
Cc1ccc(/C=N/NC(=S)NC2CCS(=O)(=O)C2)cc1 (configuration not stated)	-2	-2	103	2.4	3	0.0	-3	99	6	0.92
CCc1nccn1S(=O)(=O)c1ccc(OC)c(OC)c1	-1	.	.	-1.1	-11	.	.	.	.	1.1
CCOc1cc2c3c(c1)C1(OCCO1)C(=O)N3C(C)(C)CC2C (configuration not stated)	1	-2	99	-4.3	-4	-0.6	-14	113	1	1
Cc1cc(OC(=O)C(c2ccccc2)c2ccccc2)c([N+](=O)[O-])c(=O)[nH]1	1	1	97	0.1	13	-0.5	-4	104	6	1
O=c1oc2ccccc2c(Nc2ccc3ncccc3c2)c1[N+](=O)[O-]	-6	0	115	-0.1	7	-0.2	19	83	-13	1.1
O=C(Nc1ccc(N2CCCCC2)c(Cl)c1)c1cccnc1	-2	5	121	-3.9	38	-0.2	-28	125	-17	1.9
COc1ccccc1C1CC(=O)NC(SCC(=O)Nc2ccccc2)=C1C#N (configuration not stated)	-13	-10	97	0.3	14	-0.2	8	93	12	0.96
CCN(C(=O)CN1CCN(S(=O)(=O)c2cc(Cl)ccc2Cl)CC1)c1c(N)n(Cc2ccccc2)c(=O)[nH]c1=O	2	-4	97	0.2	-9	-0.3	-22	120	1	1.3
O=C(COc1ccc(Br)cc1)N/N=C1/SCC(=O)N1Cc1ccccc1	-2	-6	109	-0.5	-9	-0.1	-5	107	-14	1.9
O=C(O)CCNc1ccc2c(c1)OCCO2	-3	-4	106	0.5	12	-0.1	-6	100	-6	1.4
OCCN(CCO)c1ccc(C(c2ccccc2Cl)c2ccc(N(CCO)CCO)cc2Cl)c(Cl)c1	-1	0	103	0.2	-6	-0.1	-1	100	-1	0.99
CN(C(=O)Cn1c(=O)n(CCCCC(=O)NC2CCCC2)c(=O)c2ccccc21)C1CCCCC1	.	-2	102	1.4	-6	-0.2	6	89	0	.
Brc1ccc(Oc2ncc(CN3CCOCC3)s2)cc1	-1	0	98	-5.9	13	-0.1	-11	110	4	2.1
CCOc1ccc(CN2CCN(Cc3cn(CC)nc3C)CC2CCO)cc1 (configuration not stated)	-4	5	111	-0.9	23	-0.2	-7	105	-13	0.98
COc1ccc(NC(=O)Nc2ccc(F)cc2)c(C)c1	-4	8	99	0.2	12	0.5	-8	104	6	1.2
Cc1ccccc1Cn1ccc(NC(=O)c2cc3ncc(Br)cn3n2)n1	-5	-5	97	-0.3	-11	-0.1	4	95	10	1.1
CCNC(=O)N1CCOCC1	1	6	106	-1.6	10	0.0	-11	110	-6	1.2
O=C(Nc1ccc(-c2nc3ccccc3o2)cc1)c1ccc(N2CCOCC2)c([N+](=O)[O-])c1	-1	1	70	-7.7	21	0.2	-5	105	42	1.1
O=C(Nc1ccc(Cl)cc1)Nc1ccccc1CC[N+](=O)[O-]	-4	0	124	0.0	-25	-0.3	5	94	-25	1.2
Cc1nc(CSc2ccccc2)cc(=O)[nH]1	-8	0	88	-0.7	4	0.0	12	89	18	1.1
O=C(/C=C/Nc1ccc(Br)cc1F)c1ccco1	9.8*	-2	19	-0.2	135	-0.4	81*	25	96*	4.7*
Clc1ccc(N=c2ssnc2Cl)cc1	1	-13	105	0.8	2	-0.1	2	98	-3	0.78
c1ccc(CN2c3ccccc3-c3nc4ccccc4n3C2c2ccccn2)cc1 (configuration not stated)	0	-7	109	2.0	-7	0.3	11	90	-5	0.6
COc1cccc(-n2c(SCC(=O)N3CCCCC3)nc3c([nH]c4ccccc43)c2=O)c1	-1	-7	.	-0.4	3	-0.4	9	91	.	1
OC(COCc1ccc2c(c1)OCO2)CN1CCN(Cc2ccccc2)CC1 (configuration not stated)	8	10	107	0.4	-51	-0.2	1	99	-4	1.2
Cc1nc2ccccc2nc1N1CCOCC1	-4	5	103	0.8	-1	-0.3	-1	101	0	0.9
CCCCOC(=O)c1ccc(NC(=O)C(=O)NCc2ccncc2)cc1	-6	4	95	0.2	10	-0.4	10	91	2	0.38
Cc1cc2nc(C3CCN(Cc4nnnn4Cc4cccs4)CC3)[nH]c2cc1C	-2	17	98	-2.5	-4	-0.2	-4	105	9	0.72

Source: PubChem BioAssay (several laboratories)
